Screening data from PubChem.
ER stress death – protection against thapsigargin ER stress killing – CSM14.1 cells, ATP luminescence, primary screen | CSM14.1 thapsigargin ER stress survival | relative survival (cellular ATP), % at 15 µg/mL (by protocol) | 48,000 compounds, 0.33% hits;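 active = survival measured by cellular ATP above 50% at 15 µg/ml in the first screen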;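 note: cell death triggered by about 15 µM thapsigargin; ATP read 24 h after thapsigargin was added; plate controls were thapsigargin with DMSO for no effect and DMSO without thapsigargin for full effect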
The depositor's hits bear a star. Some of the compounds tested; the hit share may differ from the screen's.

O=C(Nc1ccc(C23CC4CC(CC(C4)C2)C3)cc1)c1ccccc1Cl
  ER stress death: -1
O=C(Nc1ccc(Cl)cc1)OCCOc1ccc(Br)cc1Br
  ER stress death: 8
O=[N+]([O-])c1ccc(N2CCOCC2)cc1NCCCN1CCOCC1
  ER stress death: 1
O=C(c1ccccc1)N1CCN(c2cc(N3CCOCC3)c(F)cc2[N+](=O)[O-])CC1
  ER stress death: 1
COc1ccccc1CC(=O)Nc1cccc(C)c1
  ER stress death: 9
COc1ccc(-c2nc(SC(C)C(=O)Nc3c(C)cc(C)cc3C)n[nH]2)cc1 (stereo not drawn)
  ER stress death: 11
COc1ccc(Cl)cc1NC(=O)c1ccc(Cl)c(Cl)c1
  ER stress death: 9
O=C(Nc1nc2ccccc2s1)c1ccc(-c2ccccc2)cc1
  ER stress death: 0
Cc1cccc(N2C(=O)c3ccc(C(=O)O)cc3C2=O)c1C
  ER stress death: 6
COc1ccc(N(CC(=O)N/N=C\c2ccccc2O)S(=O)(=O)c2ccc(C)c([N+](=O)[O-])c2)cc1
  ER stress death: 0
CCCCN(CCCC)CC(O)COc1ccccc1C(=O)Nc1ccccc1 (stereo not drawn)
  ER stress death: -3
CC(C(=O)NCCc1ccccc1)N1C(=O)c2ccccc2C1=O (stereo not drawn)
  ER stress death: 4
CC(C)Oc1cccc(C(=O)Nc2ccc(Cl)cn2)c1
  ER stress death: 2
Cc1cc(C)nc(SCC(=O)N/N=C/c2c(Cl)cccc2Cl)n1
  ER stress death: 10
Cc1ccc(NC(=O)COc2cccc(Cl)c2)c(Br)c1
  ER stress death: 11

CCc1ccc(NC(=O)c2cc3cc(Br)ccc3oc2=O)cc1
  ER stress death: 9
O=C(/C=C/c1ccc(-c2cccc(Br)c2)o1)c1cccs1
  ER stress death: 2
COc1ccc(N(CC(=O)Nc2ccc(Cl)cc2)S(C)(=O)=O)c(OC)c1
  ER stress death: 5
CCCOc1ccc(C(=O)N2CCCCC2C)cc1 (stereo not drawn)
  ER stress death: 5
O=C(O)c1ccc(C(=O)N(C2CCCCC2)C2CCCCC2)cc1
  ER stress death: 5
NC(=O)C1CCN(C2CC(=O)N(c3ccccc3)C2=O)CC1 (stereo not drawn)
  ER stress death: -1
Cc1ccc(SCCNC(=O)CN(c2ccc(C)cc2)S(C)(=O)=O)cc1
  ER stress death: -6
CC(C)NC(=O)c1cnn(-c2ccccc2)c1NC(=O)c1ccccc1
  ER stress death: -1
CCOc1ccc(C(CC(=O)c2ccccc2)Nc2ccc(Cl)cc2)cc1 (stereo not drawn)
  ER stress death: 4
O=C(Nc1cc(F)c(F)cc1Cl)NC(c1ccccc1)c1ccccc1
  ER stress death: 8
Cc1ccc(C(=O)c2ccc(Br)cc2)cc1S(N)(=O)=O
  ER stress death: -2
Cc1cc(C(=O)Nc2ccc3nn(-c4ccccc4)nc3c2)ccc1[N+](=O)[O-]
  ER stress death: 7
O=C(c1cnn2c1NC(c1cccs1)CC2C(F)(F)F)N1CCSCC1 (stereo not drawn)
  ER stress death: 1
COc1ccc(C(=O)CSc2ccccc2C(=O)O)cc1
  ER stress death: -3
CC(=O)c1ccc(NC(=O)c2ccc3c(c2)C(=O)N(c2ccccc2C)C3=O)cc1
  ER stress death: 7

O=C(Nc1ccc(F)cc1)c1cccc(I)c1
  ER stress death: 3
NC(=O)c1c(NC(=O)c2ccc(-c3ccccc3)cc2)sc2c1CCCC2
  ER stress death: 8
COC(=O)c1cc(-c2cccs2)nc2ccccc12
  ER stress death: 0
COc1cccc(NC(=O)COc2cc(C)ccc2C(C)C)c1
  ER stress death: 2
CC1(c2ccc(Br)cc2)NN=C(c2ccccc2)S1 (stereo not drawn)
  ER stress death: 2
Cc1ccc(-c2nn(CCC#N)cc2/C=N/O)o1
  ER stress death: 1
O=C(CC(c1ccccc1)c1ccccc1)Nc1nc2ccccc2s1
  ER stress death: 1
O=C(c1cc2nc(-c3ccc(F)cc3)cc(C(F)(F)F)n2n1)N1CCOCC1
  ER stress death: 2
N#CCCN1c2ccccc2Sc2ccc(C(F)(F)F)cc21
  ER stress death: 11
COc1ccc(OC)c(C2C(C(C)=O)=C(O)C(=O)N2CC2CCCO2)c1 (stereo not drawn)
  ER stress death: -4
Cc1ccsc1/C=C1\SC(=S)N(CCc2ccccc2)C1=O
  ER stress death: 11
COc1ccccc1C(=O)N/C(=C\c1ccc(Br)cc1)c1nc2ccccc2[nH]1
  ER stress death: 3
CCN(CC)c1ccc(NC(=O)c2cccnc2)cc1
  ER stress death: -5
COc1cccc(NC(=O)COc2ccc(Br)cc2C(C)(C)C)c1
  ER stress death: 3
CCOC(=O)Cc1cc(OC)c(OC)cc1/C(C)=N/Nc1ccccc1
  ER stress death: -1

Cc1ccc(Cc2cnc(NC(=O)c3cccc([N+](=O)[O-])c3)s2)cc1
  ER stress death: 4
CCC(CC)C1C(C#N)=C(N)Oc2n[nH]c(-c3ccccc3)c21 (stereo not drawn)
  ER stress death: 2
Cc1ccc(/C=C2\SC(=S)N(NC(=O)c3cccc([N+](=O)[O-])c3)C2=O)cc1
  ER stress death: 4
CS(=O)(=O)N(Cc1ccc(C(=O)N2CCN(c3ccccc3)CC2)cc1)c1ccccc1
  ER stress death: 6
S=C(Cc1ccccc1)N1CCOCC1
  ER stress death: 5
Cn1cnnc1SCC(=O)N1c2ccccc2Sc2ccccc21
  ER stress death: 9
COc1ccc(S(=O)(=O)N/N=C/c2cc3c(cc2Cl)OCO3)cc1
  ER stress death: 8
Cc1ccc(N2C(=O)c3ccccc3NC2c2ccccc2)cc1Cl (stereo not drawn)
  ER stress death: 8
O=S(=O)(N=Nc1c(O)[nH]c2ccccc12)c1ccc2ccccc2c1
  ER stress death: -2
CCCCOC(=O)c1ccc(NC(=O)c2cccc(OCCC)c2)cc1
  ER stress death: 6
CCOCCOC(=O)c1cccc(NC(=O)/C=C/c2ccc(Cl)cc2Cl)c1
  ER stress death: -3
CCOC(=O)C1=C(C)NC(=S)NC1c1ccc(C(=O)O)cc1 (stereo not drawn)
  ER stress death: 0
CCOC(=O)C1=C(C)N=c2s/c(=C\c3ccc(OC)c(OC)c3OC)c(=O)n2C1c1ccc(Cl)cc1 (stereo not drawn)
  ER stress death: 10
Cc1ccc(-c2nnc(-c3ccc(F)cc3)o2)cc1
  ER stress death: -8
Cc1ccc(S(=O)(=O)NCc2ccncc2)cc1[N+](=O)[O-]
  ER stress death: 3

The closing 6 compounds of the section before are carried over, then new ones follow:
CCCCOC(=O)c1ccc(NC(=O)c2cccc(OCCC)c2)cc1
  ER stress death: 6
CCOCCOC(=O)c1cccc(NC(=O)/C=C/c2ccc(Cl)cc2Cl)c1
  ER stress death: -3
CCOC(=O)C1=C(C)NC(=S)NC1c1ccc(C(=O)O)cc1 (stereo not drawn)
  ER stress death: 0
CCOC(=O)C1=C(C)N=c2s/c(=C\c3ccc(OC)c(OC)c3OC)c(=O)n2C1c1ccc(Cl)cc1 (stereo not drawn)
  ER stress death: 10
Cc1ccc(-c2nnc(-c3ccc(F)cc3)o2)cc1
  ER stress death: -8
Cc1ccc(S(=O)(=O)NCc2ccncc2)cc1[N+](=O)[O-]
  ER stress death: 3
N#C/C(=C/c1ccc(C#N)cc1)C(=O)Nc1cccc(Br)c1
  ER stress death: 5
CC(C)(C)C#C/C=N/n1nnc(-c2ccccc2)n1
  ER stress death: 2
CCOC(=O)c1sc(C)c2c(=O)[nH]cnc12
  ER stress death: 14
CCOc1ccc(C(=O)Nc2ccccc2C(N)=O)cc1
  ER stress death: -3
COCCNC(=O)c1cnn2c1NC(c1ccc(OC)c(OC)c1)CC2C(F)(F)F (stereo not drawn)
  ER stress death: 3
O=C(/C=C/c1ccc2c(c1)OCO2)c1ccc(Br)cc1
  ER stress death: 4
COc1ccc(CCNS(=O)(=O)c2cccc([N+](=O)[O-])c2)cc1OC
  ER stress death: 6
COc1ccc(S(=O)(=O)N(CC(=O)Nc2ccc(C)c(Cl)c2)Cc2ccccc2)cc1
  ER stress death: 6
C[n+]1ccc(-c2ncc(-c3ccc(F)cc3)o2)cc1
  ER stress death: 6
CCOC(=O)C1=C(C)N=c2s/c(=C\c3ccc([N+](=O)[O-])o3)c(=O)n2C1c1ccccc1Cl (stereo not drawn)
  ER stress death: 1
Cc1ccc(C)c(NC(=O)CCCCCCCCCCC2COCCO2)c1 (stereo not drawn)
  ER stress death: 1
Cc1ccc(N2NC(=O)/C(=C/C=C/c3ccccc3)C2=O)cc1C
  ER stress death: 9
CCOc1cccc(-c2cc(C(=O)Nc3ccccn3)c3ccccc3n2)c1
  ER stress death: 4
O=C(Nc1ccc(Cl)cn1)C(Sc1ccccc1)c1ccccc1 (stereo not drawn)
  ER stress death: 2
O=C1OC(c2ccccc2)=C/C1=C/c1ccc(-c2ccc([N+](=O)[O-])cc2)o1
  ER stress death: 5

CC(C)NC(=O)NCC12CC3CC(C1)CC(CNC(=O)NC(C)C)(C3)C2
  ER stress death: -3
O=C1C2C(C(=O)N1c1ccc(Cl)cc1)C2(c1ccccc1)c1ccccc1 (stereo not drawn)
  ER stress death: 2
COc1nc(N=C(N)N)nc2c(C)cccc12
  ER stress death: -8
OCc1cccc(N=Cc2ccc(C=Nc3cccc(CO)c3)cc2)c1
  ER stress death: 0
O=C(O)/C=C/C(=O)Nc1ccccc1C(=O)Nc1ccccc1
  ER stress death: -5
CCOCCOC(=O)c1ccc(NC(=O)c2ccccc2C)cc1
  ER stress death: 7
CS(=O)(=O)N(CC(=O)N1CCOCC1)c1ccccc1Cl
  ER stress death: -2
CSCCC(NC(=O)c1cc(C(C)(C)C)oc1C)C(=O)O (stereo not drawn)
  ER stress death: 0
O=C(Nc1ccc(Br)cn1)c1cccc(F)c1
  ER stress death: 0
CCOC(=O)C(=O)C1CCc2c([nH]c3ccc(C)cc23)C1=O (stereo not drawn)
  ER stress death: -6
O=C1C2C(c3ccccc3)OC3(C(=O)c4ccccc4C3=O)C2C(=O)N1c1cccc(Cl)c1 (stereo not drawn)
  ER stress death: 1
Cc1[nH]n(S(=O)(=O)c2ccccc2)c(=O)c1N=Nc1cccc(Cl)c1
  ER stress death: 7
O=C1c2cccc3c(N4CCCCC4)ccc(c23)C(=O)N1CCO
  ER stress death: -5
CCN(CC)C(=O)c1cc(-c2ccc(OC)cc2)nc2ccccc12
  ER stress death: -8
COC(=O)C1(C(=O)OC)C(CC(C)C)C1(C(=O)OC)C(=O)OC
  ER stress death: -2

COc1cccc(N2C(=O)CC(N3CCN(CCN=CC4=C(O)CC(C)(C)CC4=O)CC3)C2=O)c1 (stereo not drawn)
  ER stress death: -1
COc1cc(O)c(NC(C)=O)c2nonc12
  ER stress death: 3
O=C(Nc1sc2c(c1C(=O)N1CCCCC1)CCCC2)c1cccs1
  ER stress death: 2
Cc1cc(Cl)ccc1OCC(=O)N1CCC(C(N)=O)CC1
  ER stress death: 16
CC(NS(=O)(=O)c1ccc(F)cc1)C1C2CC3CC(C2)CC1C3 (stereo not drawn)
  ER stress death: 2
N#Cc1cc2c(nc1SCC(=O)Nc1ccc(S(N)(=O)=O)cc1)CCCCC2
  ER stress death: 10
Cc1ccc(OCC(=O)N/N=C\c2cccnc2)cc1
  ER stress death: -1
O=C(Cc1ccc(Cl)cc1)Nc1ccc(-c2nc3ccccc3[nH]2)cc1
  ER stress death: 1
COC(=O)CN(c1ccc(OC)cc1OC)S(=O)(=O)c1ccccc1[N+](=O)[O-]
  ER stress death: 3
COc1ccc2c(c1[N+](=O)[O-])CCC/C2=N/OC(=O)c1cccc2ccccc12
  ER stress death: 7
O=C(/C=C/c1ccc(F)cc1)Nc1cccc2ncccc12
  ER stress death: -4
CC1=NN(c2ccccc2)C(=O)/C1=C\c1ccc(C)o1
  ER stress death: 4
Cc1c(NC(=O)c2ccc3c(c2)OCCO3)cccc1-c1nc2ncccc2o1
  ER stress death: 1
O=C(NCCCNc1ccc([N+](=O)[O-])cc1Cl)c1ccccc1Cl
  ER stress death: -2
COc1ccc(C2=NN(C(=O)CCC(=O)O)C(c3ccccc3F)C2)cc1 (stereo not drawn)
  ER stress death: 2

Sorted by molar mass (falling): three of the compounds above
COC(=O)CN(c1ccc(OC)cc1OC)S(=O)(=O)c1ccccc1[N+](=O)[O-]
  ER stress death: 3
CC(NS(=O)(=O)c1ccc(F)cc1)C1C2CC3CC(C2)CC1C3 (stereo not drawn)
  ER stress death: 2
COc1cc(O)c(NC(C)=O)c2nonc12
  ER stress death: 3

Next part.
COc1ccccc1C(=O)Nc1ccc2c(c1)OCCO2
  ER stress death: 1
COc1ccc(C2=NN(C(=O)CCC(=O)O)C(c3ccc(F)cc3)C2)cc1 (stereo not drawn)
  ER stress death: 4
Cc1occc1C(=O)N/N=C/c1cccc(Cl)c1
  ER stress death: -12
COc1cc(/C=C2\C(=O)NC(=S)N(c3cccc(Br)c3)C2=O)c([N+](=O)[O-])cc1OC
  ER stress death: 2
COc1ccc(NC(=O)C2CC(=O)N(c3ccc(Br)cc3)C2)cc1 (stereo not drawn)
  ER stress death: -2
OCn1nc(-c2ccccc2Br)oc1=S
  ER stress death: -10
O=C(COc1ccc(Cl)cc1)Nc1ccc(N2CCCCC2)c(Cl)c1
  ER stress death: -2
O=C(NCCO)C1COc2ccccc2O1 (stereo not drawn)
  ER stress death: 3
CC(C)CN1C(=O)c2ccc(C(=O)Nc3ccccc3C(=O)O)cc2C1=O
  ER stress death: -4
O=C(N/N=C/c1ccc2c(c1)OCO2)c1sc2cc(Cl)ccc2c1Cl
  ER stress death: 14
CC(=O)n1cc(/C=C2\C(=O)NC(=S)N(c3cccc4ccccc34)C2=O)c2ccccc21
  ER stress death: -7
C=CCN1C(=O)/C(=C\c2cn(Cc3ccc([N+](=O)[O-])cc3)c3ccccc23)C(=O)NC1=S
  ER stress death: 2
O=C(/C=C/c1cccs1)Nc1ccc(N2CCOCC2)cc1
  ER stress death: 5
CCC(Sc1nnc2c3ccccc3n(C)c2n1)C(=O)Nc1ncccc1Cl (stereo not drawn)
  ER stress death: -1
O=C(N/N=C/c1c[nH]c2ccc(Br)cc12)c1ccccc1O
  ER stress death: -6

CC(=O)C(/C=N/c1ncc(C(F)(F)F)cc1Cl)=C(\C)O
  ER stress death: 9
Cc1cc(C)c(S(=O)(=O)Nc2cccc3ccc(C)nc23)c(C)c1
  ER stress death: 1
COc1cccc(CN2CCN(C(=O)c3ccc(-c4ccccc4)cc3)CC2)c1OC
  ER stress death: 113*
COc1ccc(/C=C2\SC(=S)N(CCC(=O)OC3CCCCC3)C2=O)cc1
  ER stress death: 7
